GSK3beta inhib = inhibitors of human GSK3beta kinase | AID 2097 | activity score (negative = inhibition), % at 10 µM | 300,000 tested, 0.038% active | GST-GSK3beta kinase, ADP-Glo luminescence, 60 min; active compounds read low;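 active = more than half of replicate wells score below -50%, meaning over 50% inhibition versus plate controls; inconclusive = some replicates but at most half score below -50%; inactive = no replicate scores below -50%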;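 note: 0% = median DMSO wells and -100% = median GW8510 positive control wells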
Target sequence (P49841 whole entry, looked up): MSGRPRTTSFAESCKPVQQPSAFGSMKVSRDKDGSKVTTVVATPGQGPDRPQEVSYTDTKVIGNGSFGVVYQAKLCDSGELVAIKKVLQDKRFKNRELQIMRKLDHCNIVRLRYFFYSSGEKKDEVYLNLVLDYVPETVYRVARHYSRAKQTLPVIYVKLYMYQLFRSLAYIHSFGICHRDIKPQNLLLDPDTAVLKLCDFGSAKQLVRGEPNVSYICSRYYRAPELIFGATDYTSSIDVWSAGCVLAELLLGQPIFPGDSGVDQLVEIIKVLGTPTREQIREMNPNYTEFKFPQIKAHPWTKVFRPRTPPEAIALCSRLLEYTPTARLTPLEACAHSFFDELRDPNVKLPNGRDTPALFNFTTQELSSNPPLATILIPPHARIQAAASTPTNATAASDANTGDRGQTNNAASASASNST
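test system = GST-tagged human GSK3beta kinase, cell-free | reagent = 25 µM ATP with peptide substrate | dosing = one dose of 10 µM per compound | schedule = 60 min reaction, RT | detection = luminescent ADP-Glo measurement of ADP formed | control set = DMSO neutral wells and GW8510 at 20 µM as positive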
HSF1 inhib = HSF1 inhibition; NIH3T3-HGL HSE-luciferase, MG132-induced, luminescence 8 h; active compounds read low; activity change, negative = inhibition, % at 7.5 µM (by protocol); 300,000 tested, 0.77% active;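 active = more than half of replicate wells show activity change below -50%, luminescence cut by over half; inconclusive = some wells, but at most half, below -50%; inactive = no replicate well below -50%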;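 note: luciferase reports HSF-1 transcriptional activity via heat shock element; 0% = median of DMSO wells and -100% = zero luminescence signal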
KLF5 inh = kruppel-like factor 5 inhibition; DLD-1 KLF5 promoter-luciferase reporter, luminescence; inhibition, % at 5 µM; 290,000 tested, 0.23% active;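 active = inhibition above a per-plate limit of that plate's mean compound inhibition plus 3 SD, cut at about 60% in these data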;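 note: 0% = DMSO wells and 100% = LY294002 at 200 µM; higher means less KLF5 promoter-driven luciferase light; inactives centre near -14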
PolyA inh = inhibitors of polyadenylation in S. cerevisiae; 300,000 tested, 0.02% active; calls only at 12 µM; AID 1875; S. cerevisiae SKY197-pL101 polyadenylation reporter, beta-gal luminescence; efflux-impaired pdr1/pdr3 knockout yeast; score 100 = 6 SD above DMSO;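 active = lowest replicate activity score at least 50, where 100 means six control SD above control mean; inconclusive = lowest score under 50 but half or more replicates reach 50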;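 note: yeast exposed to compound for 9 h at 30 °C; higher score means more reporter readthrough which indicates perturbed polyadenylation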
AI-2 QS modul = Vibrio harveyi AI-2 quorum sensing modulation; activity change, % at 7.5 µM; Vibrio harveyi JMH597 AI-2 luminescence/OD600 ratio, 9 h; active compounds read low; strain lacks LuxN and CqsS sensors; 0 = neutral-control median; AID 2094; 300,000 tested, 0.4% active; in the data active = activity change below about -75%, passing the limit was not always enough; inconclusive = no clear call, values can overlap the other calls;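 note: luminescence divided by OD600 gain over 9 h not by final OD600 alone; inactives centre near 13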
GSK3A inh = human GSK-3 alpha kinase inhibition. P49840. ADP-Glo luminescence, 60 min. inhibition, % at 10 µM. 320,000 tested, 0.1% active. AID 2650;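 in the data active = inhibition above about 50%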;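 note: GST-tagged GSK-3 alpha with peptide substrate and 25 µM ATP; 0% = DMSO neutral wells and 100% = GW8510 positive control wells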
Target sequence (P49840 whole entry, looked up): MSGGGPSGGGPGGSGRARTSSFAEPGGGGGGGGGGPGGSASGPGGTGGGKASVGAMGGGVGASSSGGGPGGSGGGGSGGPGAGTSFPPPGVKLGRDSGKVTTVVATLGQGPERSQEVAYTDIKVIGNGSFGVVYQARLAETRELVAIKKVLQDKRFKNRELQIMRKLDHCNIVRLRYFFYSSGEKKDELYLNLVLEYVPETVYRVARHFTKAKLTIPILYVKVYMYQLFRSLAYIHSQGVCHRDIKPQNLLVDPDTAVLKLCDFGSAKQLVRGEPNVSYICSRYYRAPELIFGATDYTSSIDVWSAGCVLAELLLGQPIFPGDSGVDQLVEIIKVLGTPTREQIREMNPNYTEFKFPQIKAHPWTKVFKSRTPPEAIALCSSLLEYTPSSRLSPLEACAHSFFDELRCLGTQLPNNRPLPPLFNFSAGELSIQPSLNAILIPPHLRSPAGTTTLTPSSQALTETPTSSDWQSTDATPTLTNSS
HSF1 activator = increases HSF-1 driven luciferase reporter signal; NIH3T3-HGL HSF-1 luciferase reporter, MG132, 8 h; 100% = twice DMSO control signal; activation, % at 9 µM; 300,000 tested, 1.7% active;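 active = mean replicate activation of at least 50% with a set share of replicates each reaching 50%; inconclusive = only one of those two conditions met; inactive = mean below 50% and too few replicates reaching it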;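 note: 0% = median of the neutral control wells and 100% = twice that signal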
HSP90 refold inh = inhibitors of HSP90 luciferase refolding in rabbit reticulocyte lysate | luciferase refolding luminescence, 3 h | inhibition, % at 5.6 µM | 290,000 tested, 0.91% active;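 active = inhibition above the screen-wide mean plus 3 SD, computed separately per campaign, cut at about 16% in these data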;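 note: 0% = DMSO wells and 100% = 60 µM geldanamycin wells; inhibitors lower the luminescence because luciferase stays unfolded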
aSyn 5UTR inh = 5' untranslated region of α-synuclein, MLPCN primary screen | alpha-synuclein 5'UTR reporter, inhibitor activity | inhibition, % (tested at 7.5 µM) | 300,000 tested, 0.82% active | AID 1813; in the data active = inhibition above about 60%; inconclusive = no clear call, values can overlap the other calls;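 note: H4 neuroglioblastoma cells stably carrying SNCA 5'UTR luciferase fusion; 0% = DMSO wells and 100% = positive control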
IEC-6 tox = counter-screen for KLF5 inhibitors: cytotoxicity in IEC-6 cells; 290,000 tested, 0.78% active; inhibition, % at 5 µM; AID 1825; IEC-6 cytotoxicity, luminescence viability; in the data active = inhibition above about 22%;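 note: 0% = plate median of test compound wells and 100% = cytotoxic reference compound wells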
* marks the source's active call; other numbers are inactive results; i = inactive; u = inconclusive; x = no result given. The list is partial, so the mix of outcomes need not match the whole.

#	SMILES	GSK3beta inhib	HSF1 inhib	KLF5 inh	PolyA inh	AI-2 QS modul
1	CC(C)Oc1cccc(C(=O)Nc2ccccc2N2CCOCC2)c1	3	5	-1	i	26
2	COc1ccc(F)cc1C(=O)C1CCCN(C(=O)CCc2ccccn2)C1 (stereo unspecified)	2	19	-36	i	24
3	Cc1nc2ccccn2c1-c1ccnc(=S)[nH]1	5	-9	-24	i	19
4	Cc1cc(C(=O)NCc2cccnc2)cs1	-9	-2	-6	i	6
5	CC(C)(C)NC(=O)C(OC(=O)c1cccs1)c1ccc(F)cc1 (stereo unspecified)	0	-8	-28	i	19
6	Cn1c(SCC(=O)NCc2ccco2)nnc1-c1c[nH]c2ccccc12	1	2	4	i	33
7	CCc1nnc(NC(=O)C2Cc3ccccc3C(=O)O2)s1 (stereo unspecified)	4	-4	-22	i	10
8	CCNC(=O)CC1C(=O)N(c2ccc(OC)cc2)C(=O)N1Cc1ccc(OC)cc1 (stereo unspecified)	-11	-1	-62	i	16

#	GSK3A inh	HSF1 activator	HSP90 refold inh	aSyn 5UTR inh	IEC-6 tox
1	1	17	3	-24	-5
2	-1	13	1	12	3
3	14	-12	1	11	-1
4	-4	-21	10	-30	-4
5	-4	-1	0	-3	1
6	-2	-7	-1	-11	8
7	-3	-19	2	-16	2
8	1	-1	2	-47	2

The closing 3 compounds of the part before open the next one.
#	SMILES	GSK3beta inhib	HSF1 inhib	KLF5 inh	PolyA inh	AI-2 QS modul
6	Cn1c(SCC(=O)NCc2ccco2)nnc1-c1c[nH]c2ccccc12	1	2	4	i	33
7	CCc1nnc(NC(=O)C2Cc3ccccc3C(=O)O2)s1 (stereo unspecified)	4	-4	-22	i	10
8	CCNC(=O)CC1C(=O)N(c2ccc(OC)cc2)C(=O)N1Cc1ccc(OC)cc1 (stereo unspecified)	-11	-1	-62	i	16
9	CCOC(=O)c1cnc2ccc(OCC)cc2c1NCCN1CCOCC1	3	-3	-21	i	40
10	CC(C)C(=O)Nc1sc2c(c1-c1nc3ccccc3[nH]1)CCCC2	0	5	10	i	7
11	CO/N=C/c1c(C(=O)OC)nn(-c2ccccc2)c1Cl	3	x	-19	i	24
12	O=C(N/N=C\c1ccc[nH]1)C1COc2ccccc2O1 (stereo unspecified)	-1	-7	-39	i	17
13	Cc1ccc2nc(/C(C#N)=C\c3ccc([N+](=O)[O-])o3)[nH]c2c1	-2	u	1	x	u
14	O=C(NC1CCCCCC1)c1c(O)nc2sccn2c1=O	1	-1	x	i	61
15	COc1cc(NC(=O)CN(C)S(=O)(=O)c2ccc3c(c2)CCC(=O)N3)cc(OC)c1	1	0	-41	i	19
16	O=C(O)c1ccccc1/C=N/Nc1nc(N2CCCCC2)nc(N2CCCCC2)n1	-1	-1	-8	i	-6

#	GSK3A inh	HSF1 activator	HSP90 refold inh	aSyn 5UTR inh	IEC-6 tox
6	-2	-7	-1	-11	8
7	-3	-19	2	-16	2
8	1	-1	2	-47	2
9	0	-12	-2	-24	-1
10	x	34	-2	-42	3
11	0	x	1	x	-2
12	0	5	-5	-5	-6
13	-1	-42	4	-24	1
14	x	-9	x	4	x
15	-1	0	2	19	2
16	0	1	-1	-1	-3

Remaining list, next part.
#	SMILES	GSK3beta inhib	HSF1 inhib	KLF5 inh	PolyA inh	AI-2 QS modul
17	COC(=O)CNC(=O)C(Cc1c[nH]c2ccccc12)NC(=O)OC(C)(C)C (stereo unspecified)	1	x	-5	x	14
18	CCCCCCn1c(-c2ccco2)nc2oc3cc(OC)ccc3c(=O)c2c1=O	2	-16	-2	i	14
19	N#CC1(NC(=O)COC(=O)c2ccccc2SCC(=O)N2CCCC2)CCCCC1	-4	-2	-22	i	15
20	O=C(CSc1nn(-c2ccc(Cl)cc2)c(=S)s1)N1CCN(C(=O)c2ccco2)CC1	-1	-5	-9	i	1
21	CC(=O)c1c(-c2ccc(Cl)cc2)c2ccccc2[nH]c1=O	-3	7	-26	i	5
22	COc1ccccc1N1CCN(C(=S)NC(=O)/C=C/c2ccc(F)cc2)CC1	-21	5	-31	i	38
23	CCCCSc1nc2c(=O)[nH][nH]c(=O)c2n1Cc1ccccc1	2	9	-29	i	-1
24	CCOC(=O)N1CCC2(CC1)NCCc1c2[nH]c2ccccc12	1	0	1	i	x

#	GSK3A inh	HSF1 activator	HSP90 refold inh	aSyn 5UTR inh	IEC-6 tox
17	0	x	4	x	-5
18	-1	-3	0	-53	3
19	-2	-4	0	-2	0
20	1	1	4	-4	1
21	-3	-1	3	8	1
22	-2	3	1	27	3
23	-2	27	3	10	5
24	0	-13	4	-5	3

(further entries)
#	SMILES	GSK3beta inhib	HSF1 inhib	KLF5 inh	PolyA inh	AI-2 QS modul
25	CCOc1cccc(CN2CCCC(C(=O)c3cc(Cl)ccc3OC)C2)c1O (stereo unspecified)	1	9	-13	i	15
26	CCOC(=O)C1=C(C)N=c2s/c(=C\C(=O)OC)c(=O)n2C1c1ccc(OC)cc1 (stereo unspecified)	1	31	-59	i	20
27	COc1ccc(C(=O)Nc2cc(OC)c(Cl)cc2OC)cc1	1	-23	-31	i	9
28	CCn1c(SCC(=O)Nc2ccc(F)cc2)nnc1-c1cnccn1	1	-2	8	i	10
29	CCN1CCN(C(c2cccs2)C(C)NS(=O)(=O)c2ccc(Br)cc2)CC1 (stereo unspecified)	1	8	-42	i	14
30	O=c1cc(O)nc(SCc2ccccc2Cl)[nH]1	2	-10	-2	i	31
31	CCCCOC(=O)CSC1=C(C#N)C(c2ccccc2OCC)C(C#N)C(=O)N1 (stereo unspecified)	-1	7	-11	i	-12
32	CC/C(C)=C1\SC(N2CCN(C(C)=O)CC2)=NC1=O	1	2	-18	i	21

#	GSK3A inh	HSF1 activator	HSP90 refold inh	aSyn 5UTR inh	IEC-6 tox
25	-1	11	1	7	6
26	1	62*	-1	7	-2
27	5	-43	-5	-120	-1
28	-2	-9	-3	-5	4
29	0	-4	1	1	0
30	-5	8	1	-8	4
31	-6	-8	-1	25	-2
32	-1	39	-2	1	2

Going on with the list.
#	SMILES	GSK3beta inhib	HSF1 inhib	KLF5 inh	PolyA inh	AI-2 QS modul
33	Cc1ccsc1/C=N/NC(=O)Cn1nc(C)c([N+](=O)[O-])c1C	-13	-1	0	i	25
34	O=C(NCc1ccc2c(c1)OCO2)C(=O)NCC(c1ccco1)N1CCN(c2ccccc2)CC1 (stereo unspecified)	-1	-1	-30	i	9
35	CCOC(=O)c1c(NC(=O)C2CCCO2)sc(C)c1C (stereo unspecified)	2	-6	5	i	26
36	COc1cccc(/C=C/C(=O)c2ccc(NC3=NCCCS3)cc2)c1	2	5	-8	i	25
37	COC(=O)C1=C(C)N(C)C(=O)NC1c1ccsc1 (stereo unspecified)	-1	-5	-3	i	15
38	CCN(Cc1ccccc1)C(=O)C1CCN(CC2CC=CCC2)CC1 (stereo unspecified)	2	10	3	i	11
39	CCOC(=O)C1=C(C)NC(SCc2cc(=O)[nH][nH]2)=C(C#N)C1c1cccs1 (stereo unspecified)	0	-22	-13	i	39
40	Cc1cc(C)cc(OC(C)C(=O)Nc2ccc(S(=O)(=O)Nc3cc(C)nc(C)n3)cc2)c1 (stereo unspecified)	-2	-5	-16	i	13

#	GSK3A inh	HSF1 activator	HSP90 refold inh	aSyn 5UTR inh	IEC-6 tox
33	-3	6	5	-13	4
34	-4	-14	-5	24	2
35	-3	11	-1	26	2
36	-1	12	1	-101	8
37	0	11	-2	-9	-2
38	-4	43	2	-22	8
39	1	-35	-1	20	-5
40	-3	-4	-4	16	-1

Remaining list, next part
#	SMILES	GSK3beta inhib	HSF1 inhib	KLF5 inh	PolyA inh	AI-2 QS modul
41	CCc1cc(=O)oc2cc(C)cc(OCC(=O)NCC3CCC(C(=O)O)CC3)c12 (stereo unspecified)	1	-1	-16	i	21
42	Cc1cc(C)c2c(N)c(C(=O)NC3CCCC3)sc2n1	3	1	-49	i	25
43	O=C(CN(Cc1ccco1)S(=O)(=O)c1ccccc1)N/N=C/c1cccc(O)c1	0	-13	-24	i	5
44	c1cncc(CNc2nc(N3CCOCC3)nc(N3CCOCC3)n2)c1	1	-2	-7	i	-1
45	N/C(=N\OC(=O)CC1CCCCC1)c1ccccc1	-4	17	-36	i	-49
46	COc1ccccc1/C(C)=N/NC(=O)c1nnn(-c2nonc2N)c1C(C)C	1	-1	-22	i	-2
47	CCN(CC)S(=O)(=O)c1ccc(N2CCCCC2)c(NC(=O)c2ccncc2)c1	1	1	12	i	12
48	CCc1ccc(C(=O)N2CCN(c3ccc(NC(=O)c4cccnc4)cc3)CC2)cc1	1	-1	-3	i	27

#	GSK3A inh	HSF1 activator	HSP90 refold inh	aSyn 5UTR inh	IEC-6 tox
41	10	6	-5	21	1
42	-1	-1	3	-17	7
43	-5	-1	-1	-9	-1
44	0	-23	3	18	3
45	0	16	-2	-116	4
46	-6	-10	-3	0	-4
47	-3	6	3	-8	0
48	0	14	2	19	9

HSF1 activator, hit marks shown above
entry	smiles	GSK3beta inhib	HSF1 inhib	KLF5 inh	PolyA inh	AI-2 QS modul	GSK3A inh	HSF1 activator	HSP90 refold inh	aSyn 5UTR inh
26	CCOC(=O)C1=C(C)N=c2s/c(=C\C(=O)OC)c(=O)n2C1c1ccc(OC)cc1 (stereo unspecified)	1	31	-59	i	20	1	62*	-1	7

Next part.
#	SMILES	GSK3beta inhib	HSF1 inhib	KLF5 inh	PolyA inh	AI-2 QS modul
49	O=C1Nc2ccc(Br)cc2C1=Nc1cccnc1	1	-7	-20	i	20
50	O=C(O)c1cccc2c1C(=O)c1cccc3snc-2c13	1	0	-19	i	8
51	Cc1nc(N)ncc1Sc1ccc(Cl)cc1	-3	-9	-6	i	22
52	O=S(=O)(c1cccc(-n2cnnn2)c1)N1CCOCC1	-5	5	10	i	9
53	CCN1CCN(C(=O)CN(c2ccc(C)cc2)S(C)(=O)=O)CC1	-1	8	-21	i	0

#	GSK3A inh	HSF1 activator	HSP90 refold inh	aSyn 5UTR inh	IEC-6 tox
49	5	x	2	-4	8
50	-5	-15	-1	-5	-5
51	0	-19	3	12	-6
52	-4	-15	0	23	-6
53	-1	-3	0	21	-1

Reprinted at random: three entries already listed
#	SMILES	GSK3beta inhib	HSF1 inhib	KLF5 inh	PolyA inh	AI-2 QS modul
53	CCN1CCN(C(=O)CN(c2ccc(C)cc2)S(C)(=O)=O)CC1	-1	8	-21	i	0
49	O=C1Nc2ccc(Br)cc2C1=Nc1cccnc1	1	-7	-20	i	20
51	Cc1nc(N)ncc1Sc1ccc(Cl)cc1	-3	-9	-6	i	22

#	GSK3A inh	HSF1 activator	HSP90 refold inh	aSyn 5UTR inh	IEC-6 tox
53	-1	-3	0	21	-1
49	5	x	2	-4	8
51	0	-19	3	12	-6

Compound activity as filed in PubChem.
